Keap1-Nrf2 PPI: inhibitors of human Keap1-Nrf2 protein-protein interaction | 340,000 compounds, 0.15% hits | inhibition, % at 9.4 µM | Keap1 Kelch-Nrf2 peptide fluorescence polarization, 1536-well | AID 504523; in the data active = inhibition above about 12%;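 note: human Keap1 Kelch domain with fluorescein labeled Nrf2 9mer peptide probe; 0% = neutral control wells and 100% = peptide positive control; higher means more block of Keap1 binding to Nrf2 peptide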
HTR5A inv ctr: HTR5A inverse agonism, opioid heterodimer counter-screen | P47898 | 340,000 compounds, 0.083% hits | inhibition, % at 9.3 µM | AID 504634 | HTR5A cell line, luminescence; in the data active = inhibition mostly above about 23%, no sharp cut-off; inactive = mostly below about 18%;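 note: 0% = cells with DMSO and 100% = no-cell wells with DMSO; some compounds called inactive have numbers as strong as hits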
RTF Ca sens inh: cardiac RTF calcium desensitization | 340,000 compounds, 0.12% hits | AID 493244 | IANBD-labeled cardiac RTF, Ca2+ fluorescence | inhibition, % at 7.15 µM;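 active = inhibition above the mean inhibition of all tested compounds plus 3 SD, cut at about 17% in these data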;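 note: assay run at fixed EC70 calcium of 1.6 mM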
C-LANA FP: inhibitors of KSHV LANA C-terminal domain DNA binding. 340,000 compounds, 0.078% hits. MBP-C-LANA/FAM-LBS DNA binding, fluorescence polarization. inhibition, % at 9 µM;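 active = highest replicate inhibition at or above 60% at 9 µM, even if other replicates fall short; inactive = all replicates below 60% inhibition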;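 note: 0% = neutral control wells and 100% = 4 µM acridine orange control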
RTF Ca sens act: increases calcium sensitivity of human cardiac regulated thin filaments; IANBD-labeled TnC RTF fluorescence at EC20 calcium; 0% EC20 calcium, 100% full calcium; 340,000 compounds, 0.24% hits; activation, % at 7.2 µM; AID 493008; P19429+P45379;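 active = activation above the mean over all tested compounds plus 3 SD, cut at about 30% in these data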;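 note: rise in fluorescence read as greater calcium sensitivity of cardiac thin filaments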
HTR5A ag ctr: activates human HTR5A in OPRM1-OPRD1 agonist counter-screen; P47898; HTR5A agonist assay, luminescence, cell-based; activation, % at 9.3 µM; 340,000 compounds, 0.61% hits; AID 504692; in the data active = activation mostly above about 9.5%, no sharp cut-off; inactive = mostly below about 7.6%;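 note: 0% = cells with vehicle only and 100% = reference agonist; strong numbers were not always called active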
OPRM1-OPRD1 ag: OPRM1-OPRD1 heterodimerization agonism | P35372+P41143 | activation, % at 9.3 µM | 340,000 compounds, 0.3% hits | cells, luminescence | AID 504326; in the data active = activation above about 18%;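 note: 0% = vehicle-treated cells and 100% = reference agonist; values of inactives mirror those of a sister screen read the other way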
Target sequence (P35372 whole entry, looked up): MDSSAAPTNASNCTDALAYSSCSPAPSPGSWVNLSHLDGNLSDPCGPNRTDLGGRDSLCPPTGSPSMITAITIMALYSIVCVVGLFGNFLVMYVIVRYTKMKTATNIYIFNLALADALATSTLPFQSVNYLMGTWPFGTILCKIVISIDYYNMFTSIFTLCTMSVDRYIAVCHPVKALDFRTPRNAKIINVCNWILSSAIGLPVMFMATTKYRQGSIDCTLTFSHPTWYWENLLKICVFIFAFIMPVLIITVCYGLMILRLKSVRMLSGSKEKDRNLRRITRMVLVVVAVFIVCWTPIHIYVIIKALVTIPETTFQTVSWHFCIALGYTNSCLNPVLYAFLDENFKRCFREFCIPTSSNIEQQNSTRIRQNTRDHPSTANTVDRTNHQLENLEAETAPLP
Target sequence (P41143 whole entry, looked up): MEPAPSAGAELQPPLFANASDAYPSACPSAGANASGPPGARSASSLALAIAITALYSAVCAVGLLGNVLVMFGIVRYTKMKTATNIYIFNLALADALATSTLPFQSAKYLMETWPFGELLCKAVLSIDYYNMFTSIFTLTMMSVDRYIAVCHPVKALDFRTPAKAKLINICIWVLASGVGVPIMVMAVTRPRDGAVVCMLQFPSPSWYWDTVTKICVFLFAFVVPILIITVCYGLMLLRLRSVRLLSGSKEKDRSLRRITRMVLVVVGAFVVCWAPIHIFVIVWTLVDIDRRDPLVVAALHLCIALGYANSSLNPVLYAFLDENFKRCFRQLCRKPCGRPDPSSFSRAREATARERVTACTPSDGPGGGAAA
V-ATPase pHluor: yeast V-ATPase proton transport regulation by pHLuorin; S. cerevisiae, pHLuorin cytosolic pH fluorescence; response, % at 10 µM; 350,000 compounds, 0.37% hits; AID 504577; in the data active = response mostly above about 7.3%, no sharp cut-off; inactive = mostly below about 5.4%; note: actives read high; inactives centre near 0; some compounds called inactive have numbers as strong as hits; reference of the scale not given here
MOR-DOR inv ag: inverse agonists of human mu-delta opioid receptor heterodimerization. P35372+P41143. cell-based MOR-DOR heterodimer luminescence, inverse agonism. inhibition, % at 9.3 µM. 340,000 compounds, 0.21% hits; in the data active = inhibition above about 22%, passing the limit was not always enough;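 note: 0% = cells with DMSO and 100% = wells without cells with DMSO; values of inactives mirror those of a sister screen read the other way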
CAL-PDZ inh HTS: blocks peptide binding to the human CAL PDZ domain. purified CAL PDZ, TMR-peptide fluorescence polarization, 1 h. AID 602252. Q9HD26. inhibition, % at 24.9 µM. 300,000 compounds, 0.92% hits;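 active = mean inhibition of at least 30% with at least half of replicates also reaching 30%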;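 note: 0% = DMSO neutral control and 100% = excess unlabeled competitor peptide PRC23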
An asterisk follows results filed as active; · = not tested or not shown.

The line under a structure holds: CAL-PDZ inh HTS, HTR5A ag ctr, HTR5A inv ctr, C-LANA FP, MOR-DOR inv ag, OPRM1-OPRD1 ag, RTF Ca sens act, RTF Ca sens inh, V-ATPase pHluor, Keap1-Nrf2 PPI
COc1ccc(C)cc1S(=O)(=O)N(C)CC(=O)N1CCC(C)CC1
  -2.8, 0.7, 10.4, -0.4, 9.9, -1.7, 0.3, 2.4, 3.9, -6.3
O=C(Cn1cnc2ccccc2c1=O)N1CCc2ccccc2C1
  0.0, 5.5, 1.2, -0.6, 10.9, -2.2, 5.8, -9.4, -0.2, -5.5
C=CCn1c(SCC(=O)Nc2ccccc2C)nnc1-c1ccncc1
  -1.7, -0.1, 0.4, -1.2, 1.7, -0.3, 0.3, 2.2, 2.6, 0.4
Cc1cc(Nc2ccccc2)nc(N)n1
  ·, -0.5, 14.5, -0.9, 5.7, -1.1, 3.5, -0.3, 0.5, -3.2
CCOC(=O)N1CCC(NS(=O)(=O)c2cc3c(cc2Br)CCN3C(=O)CC)CC1
  -8.8, -0.7, 2.5, 0.1, 13.2, -3.0, -0.9, -8.4, 6.2, 0.5
Cc1cc2c(ccc3c2no[n+]3[O-])nn1
  2.4, -0.8, 2.2, -1.3, -1.2, 0.2, -4.0, -13.6, 1.8, -0.1
COc1ccc(/C=N/NC(=O)C(=O)N2CCCCCC2)cc1
  3.3, 0.0, 8.2, -3.3, 8.7, -1.2, -5.5, 1.9, 7.9, -5.5
CCCCCOc1ccc(NC(=O)C(=O)NCCCn2ccnc2)cc1
  -1.8, 4.4, 3.2, 0.2, 14.4, -2.7, 4.4, -5.8, -3.4, -3.7
Cc1ccc(C)c(Nc2ncnc(N)c2[N+](=O)[O-])c1
  -1.5, 7.3, 16.1, -5.5, 9.9, -2.0, -3.3, 9.3, 4.8, -3.9
CC(=O)Oc1ccc(C(=O)Nc2nccs2)cc1
  0.5, 2.2, -6.5, 1.2, 5.0, -0.8, 1.6, -1.3, 9.9, 0.5
CCc1ccc(OCC(=O)OCC(=O)NC2CCCC(C)C2C)cc1 (configuration not stated)
  3.6, -0.8, 2.9, 2.4, 13.0, -2.5, -1.2, 0.7, 8.1, -1.9
COCc1cc(CN2CCN(CCc3ccccc3)C(CCO)C2)ccc1OC (configuration not stated)
  -1.9, -3.3, 12.6, -1.7, 1.7, -0.3, -2.9, 4.1, -2.7, 3.1
C=CCN(c1ccccc1)S(=O)(=O)c1cccc(C(=O)Nc2ccncc2)c1
  -5.3, -2.0, 2.0, 2.8, 5.3, -0.8, -10.2, -2.9, 3.5, -0.5
COc1cc(NC(=O)c2ccc(Br)o2)c(C(=O)O)cc1OC
  ·, 2.1, -7.3, -0.1, 16.9, -3.1, 2.2, 2.1, 2.5, 2.5
CN(C)S(=O)(=O)c1ccc(NC(=O)CN2CCCC2c2ccc3c(c2)OCCCO3)cc1 (configuration not stated)
  ·, 1.7, 6.7, 1.2, 11.4, -2.9, -6.3, -3.8, -1.6, -1.1
Cc1c(C(=O)Nc2ccccc2[N+](=O)[O-])csc1-c1ccccc1
  -3.5, 6.2, -21.1, -1.6, -43.6, 7.7, 8.1, 0.2, 0.8, -2.0
FC(F)(F)c1nc(NCc2ccccc2)c2nnn(Cc3ccccc3)c2n1
  0.5, -1.8, 6.7, -0.7, -45.7, 9.6, -2.4, -6.9, 4.9, -5.3
Cc1noc(C)c1COC(=O)[C@H](C)NS(=O)(=O)c1ccc(Cl)c(Cl)c1
  0.5, 1.3, -12.9, 0.1, 18.3, -3.1, -3.2, 1.5, 3.0, -2.2
CC1=C(CC(=O)c2ccccc2)C(=O)c2ccccc2C1=O
  -1.8, -3.8, 9.1, -1.4, -36.0, 7.5, 3.8, -8.0, -1.8, -3.5
O=C(COC(=O)c1ccc(Cl)cc1Cl)Nc1cccc(S(=O)(=O)NC2=NCCC2)c1
  -4.4, 4.6, -11.3, 0.5, 8.1, -1.9, -2.9, 2.1, 4.1, 1.8
CCC(C)(NC(=O)CNC(C)=O)C(=O)NC1CCCCC1 (configuration not stated)
  -1.9, 1.9, 2.8, -1.4, 4.7, -0.9, 0.3, 6.2, -2.6, 3.3
CCCCc1nc2cc(C(=O)N(C)C(C)c3ccccn3)ccc2o1 (configuration not stated)
  14.2, -2.5, 10.0, 1.6, 1.0, -0.2, 1.9, 9.3, 3.9, 3.2
COc1ccc(N2CCN(C(=O)CCc3ccc(S(=O)(=O)NC(C)(C)C)cc3)CC2)cc1
  3.7, -3.1, 8.9, -11.9, 8.4, -1.6, -3.4, 2.3, -2.8, 0.7
Cc1cc(=O)oc2c(C)c(OC(C)C(=O)NCCCN3CCOCC3)ccc12 (configuration not stated)
  -7.2, 1.0, 2.3, -0.3, 13.0, -2.5, -7.5, -0.9, 2.2, -4.5
Cc1cccc(C(=O)OCC(=O)N2CCC(c3ccccc3)=N2)c1O
  -2.7, -2.1, 5.4, -0.4, -9.0, 1.6, -1.4, -0.4, -4.1, 3.0
COc1ccc(C(=O)NCCCc2nc3ccccc3n2Cc2ccccc2C)cc1OC
  ·, -0.9, -14.3, 1.2, 5.0, -0.9, -2.6, 1.6, 1.2, -4.4
COc1ccc(CCNC(=O)Cn2nnc(-c3ccc(N4CCOCC4)cc3)n2)cc1OC
  -3.8, 3.4, -8.9, -2.3, 2.1, -0.4, -3.7, -5.6, -2.8, -1.4
CCOC(=O)N1CCN(C(=O)CCC(=O)N2CCOc3ccc(C)cc32)CC1
  -1.9, 20.9*, -50.7, 1.3, 8.2, -1.7, -12.5, -9.8, -1.6, -2.5
CC(=O)N1CCN(C(=O)c2cc(-c3ccc(Cl)s3)nc3ccccc23)CC1
  -4.4, -3.8, 9.2, -0.4, 6.6, -1.3, -2.2, 7.2, -3.5, -1.0
CCOC(=O)c1c(C)n(C)c2cc(CN(C)C)c(O)c(S(=O)(=O)c3ccccc3)c12
  ·, -2.5, 6.4, 2.7, 9.3, -1.9, 2.5, -3.3, 3.3, -0.5

Going on with the list:
The line under a structure holds: CAL-PDZ inh HTS, HTR5A ag ctr, HTR5A inv ctr, C-LANA FP, MOR-DOR inv ag, OPRM1-OPRD1 ag, RTF Ca sens act, RTF Ca sens inh, V-ATPase pHluor, Keap1-Nrf2 PPI
COc1ccccc1N1CCN(C(=O)CCCCn2c(=O)[nH]c3ccsc3c2=O)CC1
  -3.0, 7.1, -21.6, 0.5, -10.9, 1.9, 14.7, -4.0, 4.8, -4.4
CN(Cc1ccccc1)C(=O)[C@H]1CCC(=O)N1Cc1ccco1
  -5.1, 1.6, 3.3, 1.8, 8.5, -1.7, -1.9, -3.9, 3.5, -0.4
Cc1ccc(-n2c(Cc3cccn3C)nnc2SCC(=O)Nc2ccc3c(c2)OCO3)cc1
  -3.1, 4.1, -15.2, -0.5, 6.7, -1.2, 0.7, 1.8, 0.9, -0.2
COc1ccc(C(C)=O)cc1CN1C(=O)NC(CC(C)C)C1=O (configuration not stated)
  ·, 3.3, -48.8, 0.5, 8.0, -1.5, 5.1, -21.4, 1.1, 4.9
CC(SCc1ccccc1)C(=O)NC1CCCC1 (configuration not stated)
  -5.9, 3.8, 1.0, -1.1, 6.4, -1.1, 1.4, -4.4, 0.5, -4.8
Cc1ccc2c(c1)N(CCCC(=O)NCCC1=CCCCC1)C(=O)CO2
  1.4, -1.5, 8.3, 1.2, 5.6, -1.0, -1.9, 3.5, -0.4, 0.3
Cc1[nH]c2ccccc2c1C(c1ccccn1)N1CCCC1 (configuration not stated)
  -0.2, 3.4, 15.1, 1.8, 19.6, -3.8, -1.7, -4.2, -6.8, -2.0
COc1ccccc1N(CC(=O)Nc1ccccc1C(F)(F)F)S(=O)(=O)c1cccs1
  5.2, -2.4, 5.9, -0.1, -0.7, 0.2, 0.0, -0.8, -1.5, -1.0
CS(=O)(=O)N1CCN(S(=O)(=O)c2ccccc2[N+](=O)[O-])CC1
  0.5, 2.3, -5.8, 1.8, 5.9, -1.0, 0.3, 7.8, -4.7, -2.6
COc1ccc(/C=C/C(=O)OCC(=O)Nc2ccc3[nH]c(=O)[nH]c3c2)cc1OC
  -2.8, 1.7, -2.0, -2.2, -9.5, 1.5, 6.8, 7.1, -1.7, -3.7
CC(C)c1ccc2[nH]c3c(c2c1)CCCC3=O
  -2.7, -0.8, 13.0, -1.3, -21.5, 4.7, 1.9, -6.0, 10.6, -1.3
CCOC(=O)C1C(c2ccc(OC)cc2)N(C)OC1(O)C(F)(F)F (configuration not stated)
  4.4, -2.0, 5.8, 2.8, 11.5, -2.2, 0.4, -4.0, -0.1, -1.2
COc1ccc(C(C#N)=Cc2ccc(NC(C)=O)cc2)cc1
  2.0, -1.4, 5.5, -1.6, 3.4, -0.7, 0.4, 6.6, -2.3, -4.7
O=C(CC1C(=O)NCCN1Cc1ccccc1C(F)(F)F)NCCN1CCOCC1 (configuration not stated)
  ·, 3.5, 16.4, 2.3, -0.4, 0.1, 0.3, -2.5, -0.6, -2.5
Cc1cccc(NS(=O)(=O)c2cc(C(=O)N3CCOCC3)ccc2Cl)c1
  -0.6, 6.8, -18.1, -0.3, 11.1, -2.1, 6.6, -11.8, 3.2, 2.7
O=S(=O)(c1ccc(SCc2ccccc2)nc1)N1CCCCCC1
  -3.6, 1.5, -3.8, 0.5, 2.5, -0.6, -2.4, -3.5, -4.7, -0.9
COc1ccc(S(=O)(=O)NCc2ccc(C(=O)NCCCN3CCCC(C)C3)cc2)cc1 (configuration not stated)
  -1.5, -4.5, -0.7, 0.9, 1.5, -0.3, -0.5, -2.3, -3.9, 4.0
O=C(COc1ccc2ccccc2c1Br)N1CCCC1
  -3.1, 2.1, -12.1, 0.6, 13.4, -2.6, -4.1, 3.1, 0.6, 0.3
O=C(Nc1ccc(C(=O)NCc2ccc(F)cc2)cc1)C1=CSCCO1
  2.3, 1.1, -5.4, -0.5, 12.0, -2.4, -2.2, -6.0, 0.8, 1.4
COc1cccc(Nc2ccccc2C(=O)O)c1
  1.1, 7.5, 23.5, 0.5, 7.0, -1.5, 1.3, -4.0, 0.3, -0.3
Cc1ccc(OCC(=O)N(C)CC(=O)Nc2cccc(F)c2)cc1
  0.0, 2.0, -24.3, -1.1, 9.8, -1.8, 0.4, -3.2, -3.0, -3.8
CC(=O)Nc1ccc(S(=O)(=O)N(C)CC(=O)OCC(=O)N2CCc3ccccc32)cc1
  ·, 4.3, -15.1, 0.9, 8.6, -1.6, 2.7, -6.5, 1.3, -3.0
COC(=O)NCC(c1cccnc1)N1CCN(c2ccccc2)CC1 (configuration not stated)
  ·, -2.1, -8.7, 0.7, 5.9, -1.1, -1.8, 1.3, -1.4, -1.6
CC1CCCC(C)N1/N=C/c1ccc(O)c(O)c1 (configuration not stated)
  -2.9, -2.8, 10.3, 3.9, -0.9, 0.2, 1.7, -3.4, 5.1, -0.2
COC(=O)c1scc(C)c1NC(=O)C1CCCCC1
  2.2, -0.7, -0.7, 1.3, -2.5, 0.4, -5.0, -22.4, -3.4, 1.9
COc1cccc(CC2(CO)CCCN(Cc3nc(-c4cccs4)oc3C)C2)c1 (configuration not stated)
  -3.4, -3.0, -6.1, 0.1, -2.3, 0.5, 4.7, -20.8, 2.1, -0.1
Cc1cccc(NC(=O)CCC(=O)N/N=C/c2ccco2)c1
  -1.0, -3.5, 8.4, -0.4, 14.2, -2.9, 2.7, -4.8, -3.0, 1.4

Compound activity as filed in PubChem BioAssay.
